GASC-1 inh = blocks human GASC-1 demethylase activity; inhibition, % at 2.35 µM; 330,000 compounds, 0.069% hits; GST-JMJD2C(1-420) H3K9me3 demethylation, DELFIA europium; Q9H3R0;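 active means more than half of a compound's replicate wells show inhibition beyond 50%, single wells judged on their own value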;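 further: signal counts dimethyl H3K9 product captured on neutravidin plate; 0% = median of DMSO wells and 100% = 0.3 times that DMSO median; strong numbers were not always called active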
Target sequence (Q9H3R0 1-420 limits assumed): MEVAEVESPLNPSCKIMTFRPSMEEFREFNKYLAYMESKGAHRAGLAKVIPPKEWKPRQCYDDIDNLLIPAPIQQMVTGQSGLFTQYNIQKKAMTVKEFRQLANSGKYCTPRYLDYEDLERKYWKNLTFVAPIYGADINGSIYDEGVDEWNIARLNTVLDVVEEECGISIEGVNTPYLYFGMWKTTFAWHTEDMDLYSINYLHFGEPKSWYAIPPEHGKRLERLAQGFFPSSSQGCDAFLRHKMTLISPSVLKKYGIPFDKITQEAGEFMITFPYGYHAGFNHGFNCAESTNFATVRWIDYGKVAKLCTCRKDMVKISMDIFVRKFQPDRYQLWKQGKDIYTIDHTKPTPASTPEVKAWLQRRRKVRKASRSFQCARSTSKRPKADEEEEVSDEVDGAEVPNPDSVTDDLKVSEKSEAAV
EBNA-1 inhibitor = blocks EBNA-1 binding to DNA; 300,000 compounds, 0.34% hits; EBNA-1 DNA binding, fluorescence polarization; inhibition, % at 14.8 µM; in the data active means inhibition above about 28%
ZTA DNA inh = ZTA (EBV) inhibition in EBNA-1 counter-screen. P03206. ZTA-DNA binding, fluorescence polarization. inhibition, % at 11 µM. 320,000 compounds, 0.15% hits. AID 2234; in the data active means inhibition above about 33%
Target sequence (P03206 whole entry, looked up): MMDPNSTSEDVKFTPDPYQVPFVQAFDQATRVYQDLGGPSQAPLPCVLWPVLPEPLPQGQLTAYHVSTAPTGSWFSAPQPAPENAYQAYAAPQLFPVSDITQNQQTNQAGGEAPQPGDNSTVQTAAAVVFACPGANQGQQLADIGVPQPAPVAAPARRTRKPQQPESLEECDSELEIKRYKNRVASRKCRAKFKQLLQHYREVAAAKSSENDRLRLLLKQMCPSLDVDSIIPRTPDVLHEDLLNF
PP1 counter = blocks human PP1-alpha phosphatase, a PP5 counter-screen | purified PP1alpha, OMFP fluorescence | 320,000 compounds, 0.9% hits | P62136 | AID 2235 | inhibition, % at 6.7 µM;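 active means inhibition above the mean inhibition of all tested compounds plus 3 SD, computed separately for each screening campaign, cut at about 15% in these data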
Target sequence (P62136 whole entry, looked up): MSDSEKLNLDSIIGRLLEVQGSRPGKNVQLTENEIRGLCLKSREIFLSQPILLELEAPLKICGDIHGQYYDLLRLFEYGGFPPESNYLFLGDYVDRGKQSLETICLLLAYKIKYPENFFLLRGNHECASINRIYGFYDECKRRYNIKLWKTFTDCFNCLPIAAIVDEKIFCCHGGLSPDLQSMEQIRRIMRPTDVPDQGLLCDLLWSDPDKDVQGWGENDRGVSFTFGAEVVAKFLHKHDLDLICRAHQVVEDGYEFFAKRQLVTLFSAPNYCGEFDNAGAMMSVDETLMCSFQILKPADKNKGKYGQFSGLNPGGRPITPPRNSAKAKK
PP5 inh = PP5 (human) phosphatase inhibition; P53041; purified PP5c, OMFP substrate fluorescence; inhibition, % at 6.7 µM; 320,000 compounds, 0.18% hits; AID 1987;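 active means inhibition above the campaign's mean inhibition across all tested compounds plus 3 SD, cut at about 9.5% in these data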;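 further: 0% = DMSO only and 100% = 100 µM cantharidin control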
TPT1 inhibitor = inhibitors of Candida albicans tRNA 2'-phosphotransferase TPT1; inhibition, % at 5 µM; 300,000 compounds, 0.81% hits; recombinant caTPT1, FP RNA substrate dephosphorylation;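 active means inhibition above the mean of all tested compounds plus 3 SD, set per screening campaign, cut at about 24% in these data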;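 further: plate controls were DMSO alone for no effect and ferristatin control at 100 nM for full effect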
Fh CTSL1 inh = cathepsin L1 inhibition, PFM18AAP counter-screen; recombinant F. hepatica cathepsin L1, Z-Leu-Arg-MCA fluorescence; inhibition, % at 5.96 µM; AID 1906; 300,000 compounds, 0.49% hits;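 active means inhibition above the mean of all tested compounds plus 3 SD, set per screening campaign, cut at about 17% in these data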;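 further: 0% = plate median of test compound wells and 100% = 1 µM Z-Phe-Ala-diazomethylketone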
core dimer inh = blocks dimerization of HCV core protein. TR-FRET GST/Flag-core106 dimerization, 1536-well. inhibition, % at 5 µM. 300,000 compounds, 0.33% hits;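 active means inhibition above the mean of all tested compounds plus 3 SD, set per screening campaign, cut at about 45% in these data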
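Material: Tagged HCV core106 pair (GST and Flag) | Amount: GST-core106 13.5 nM, Flag-core106 17 nM | Medium: KF-containing HEPES buffer, pH 7.45, DTT, CHAPS, BSA | Reagent: Eu donor and XL665 acceptor anti-tag antibodies | Schedule: 4 h at 22.5 °C | Technique: Time-resolved FRET, ex 340 nm, em 617 and 671 nm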
CR mimetic SO = yeast age-related superoxide inhibition as caloric restriction mimetic | S. cerevisiae aged cells, superoxide DHE fluorescence; active compounds read low | superoxide response (% of plate mean), % at 10 µM | 330,000 compounds, 0.18% hits;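 active means superoxide response under a set limit, about three screen SD below normal, cut at about 65% in these data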;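 further: yeast aged for seven days with compound at 30 °C before DHE staining; 100% = average MFI of all compound-treated wells on the plate with controls excluded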
Active calls of the source: *; i = inactive; . = not tested or not shown; & = joins results of further samples. Random draw from the library; about 3.1% have a hit in one of these screens.

SMILES	GASC-1 inh	EBNA-1 inhibitor	ZTA DNA inh	PP1 counter	PP5 inh	TPT1 inhibitor	Fh CTSL1 inh	core dimer inh	CR mimetic SO
N=c1sccn1CC(=O)Nc1ccccc1-c1ccccc1	-3	1	6	-1	-1.0	-3	2	1	100
COc1ccc(Cl)cc1NC(=O)CNCC(c1ccccc1)N(C)C (centres undefined)	-2	2	4	2	-1.5	0	1	-6	69
COc1ccccc1-c1nc(SCC(=O)N2CCOCC2)n[nH]1	-1	-11	9	0	1.7	-2	2	7	99
C=CCOc1ccccc1CNCCNC(=O)c1nonc1N	2	2	-15	-3	0.9	-1	-5	-5	102
Cc1nc2ccccc2n1CC(=O)OCC(=O)NC1CC1	4	-1	-6	-4	-4.0	2	0	-3	102
CN1CCN(S(=O)(=O)c2ccc(NC(=O)c3ccccc3Cl)cc2)CC1	38	-3	3	-3	5.4	5	-1	0	98
Cc1cc(C)nc(SCCCNCc2ccc(Br)cc2)n1	9	-6	-13	4	4.8	-4	4	-12	104
CCN(CC)C(=S)SC1CCCCN(C(=O)c2ccc(F)cc2)C1=O (centres undefined)	6	-4	-1	-2	0.4	-4	0	0	106
COc1ccc(CSC2=NCCN2)cc1Cl	122	9	9	1	-2.7	0	2	1	114
O=C(C1CCCN(S(=O)(=O)c2cccnc2)C1)N1CCn2c1nc1ccccc12 (centres undefined)	3&6	-11	1	-2	0.7	-1	1	2	98
COc1cccc(NC(=O)CSc2nnc(CNC(=O)c3ccccc3)n2C)c1	-2	-2	9	-3	1.3	-2	-3	-1	101
O=C(CSc1cn(CCNC(=O)c2cccs2)c2ccccc12)NCc1ccccc1	-3	0	-3	-1	3.6	-1	0	-10	91
Cc1ccc(-c2nc3cnccn3c2Nc2ccc3c(c2)OCCO3)o1	8	-8	-7	5	0.0	2	-2	-28	99
CCCCn1c(N)c(N(CC(C)C)C(=O)Cc2ccc3c(c2)OCCO3)c(=O)[nH]c1=O	-7	-17	0	-5	0.0	-1	1	2	127
Cn1c(=O)c(=O)n(C)c2cc(S(=O)(=O)CCC(=O)N3CCCCC3)ccc21	0	-6	-5	-2	3.4	0	4	-7	101
COc1ccccc1-c1cnn2c(NCCc3ccccc3)cc(C)nc12	-9	7	-10	2	0.9	5	1	1	91
COc1ccc(NC(=O)C2CC(=O)N/C(=N/NC(=O)c3ccc(Cl)cc3)S2)cc1 (centres undefined)	-10	7	-2	2	4.1	-3	0	-3	87
COc1ccc(C)cc1NC(=O)CSc1ccc(-c2ccccn2)nn1	-7	-9	-3	0	3.1	-1	0	2	131
COc1c2ccoc2c(OC[C@@H](O)C(C)(C)OC)c2oc(=O)ccc12	12	3	-3	-2	2.2	-4	3	-11	108
Cc1cc(NCc2ccccn2)nc2ccccc12	-5	1	-11	1	-0.8	-2	-2	0	82
CC(=O)CC(c1ccccc1)S(=O)(=O)c1ccc(C)cc1 (centres undefined)	10	5	1	0	0.5	0	9	3	99
O=C(NCc1ccco1)C1CCN(c2nnc(-n3cccc3)s2)CC1	8	7	7	5	0.5	-6	-4	8	91
CC(=O)Nc1cc(-c2ccc(F)cc2)[nH]n1	0	1	-9	4	-0.4	-2	-4	-1	87
CCOC(=O)N1CCC2(CC1)C(C#N)=C(N)Oc1n[nH]c(C)c12	-5	5	-6	-4	-1.9	0	-5	5	94
CCn1c(Cl)c(C=O)s/c1=N\S(=O)(=O)c1ccccc1	-10	2	7	-3	-1.1	12	2	8	98

Full records as entered above. Values in the order: GASC-1 inh | EBNA-1 inhibitor | ZTA DNA inh | PP1 counter | PP5 inh | TPT1 inhibitor | Fh CTSL1 inh | core dimer inh | CR mimetic SO
Cc1cc(C)nc(SCCCNCc2ccc(Br)cc2)n1 across the screens: 9 | -6 | -13 | 4 | 4.8 | -4 | 4 | -12 | 104
CCOC(=O)N1CCC2(CC1)C(C#N)=C(N)Oc1n[nH]c(C)c12 across the screens: -5 | 5 | -6 | -4 | -1.9 | 0 | -5 | 5 | 94
COc1ccc(Cl)cc1NC(=O)CNCC(c1ccccc1)N(C)C (centres undefined) across the screens: -2 | 2 | 4 | 2 | -1.5 | 0 | 1 | -6 | 69
COc1ccc(CSC2=NCCN2)cc1Cl across the screens: 122 | 9 | 9 | 1 | -2.7 | 0 | 2 | 1 | 114

Two entries drawn at random from those above:
SMILES	GASC-1 inh	EBNA-1 inhibitor	ZTA DNA inh	PP1 counter	PP5 inh	TPT1 inhibitor	Fh CTSL1 inh	core dimer inh	CR mimetic SO
CN1CCN(S(=O)(=O)c2ccc(NC(=O)c3ccccc3Cl)cc2)CC1	38	-3	3	-3	5.4	5	-1	0	98
COc1ccc(CSC2=NCCN2)cc1Cl	122	9	9	1	-2.7	0	2	1	114

Next results.
SMILES	GASC-1 inh	EBNA-1 inhibitor	ZTA DNA inh	PP1 counter	PP5 inh	TPT1 inhibitor	Fh CTSL1 inh	core dimer inh	CR mimetic SO
Cc1cc(NC(=O)Cn2nc([N+](=O)[O-])c(Br)c2C)no1	0	-4	-9	-3	-0.7	-3	1	0	112
CCCCC(=O)Nc1nc2ccc(C(=O)OC)cc2s1	-19	-16	5	3	-0.8	-2	0	-8	113
O=C(CNc1n[nH]c(=O)[nH]c1=O)N/N=C/C1CC=CCC1 (centres undefined)	70	15	6	-7	-1.3	-3	-3	0	94
Cc1cc(C)cc(C(=O)NCCCN2CCOCC2)c1	11	2	-6	3	-0.3	0	1	-3	98
Cc1ccc(SCC(=O)OCC(=O)NCc2ccco2)cc1	-4	.	0	3	4.6	.	.	.	96
CSCC[C@H](NC(=O)c1ccc(Br)o1)c1nnc2ccccn12	-1	-2	-16	-4	-2.5	-3	0	2	103
CCOC(=O)C1=C(C)N=C2SC(C)C(=O)N2C1c1ccc(C(=O)OC)cc1 (centres undefined)	10	1	2	6	4.8	-1	-8	7	102
CCOC(=O)c1[nH]c(C)c(C(=O)c2ccc(C)cc2)c1C	19	-13	-2	-1	4.1	-1	-2	0	123
CN(Cc1ccccc1Cl)C(=O)c1cc2ccccc2o1	-10	-3	-1	-2	2.3	1	1	14	97
NS(=O)(=O)c1ccc(NC(=O)COC(=O)COc2ccc(Br)cc2)cc1	52	-3	-10	0	1.9	-3	-13	-1	79
O=C(O)CCc1ccc(-c2ccc(Br)cc2)o1	-3	1	7	0	0.4	2	-5	13	88
CCNC(=O)COC(=O)c1cc(S(=O)(=O)N2CCCCC2)ccc1C	1	5	7	5	2.9	-6	-1	-1	98
c1ccc(CC2CCN(c3nc4ccccc4n4nnnc34)CC2)cc1	3	1	-10	-1	1.7	-3	0	5	105
COc1cc(S(=O)(=O)n2ccc(C)n2)c(OC)cc1Cl	0	6	-7	-1	-0.7	-4	1	-3	86
CC1CC(C)CN(c2nc3c(c(=O)n(C)c(=O)n3C)n2CCSc2ncccn2)C1 (centres undefined)	7	-6	-15	1	0.1	-4	-3	17	107
CCCNCc1nnc(-c2ccccc2Cl)o1	-11	-7	-5	1	2.9	0	-2	-4	89
CC1CC(C)CN(C(=O)COC(=O)c2cccc([N+](=O)[O-])c2)C1 (centres undefined)	i	6	-9	-2	-0.3	1	-6	0	106
CCN(C(=O)CSc1n[nH]c(-c2cccs2)n1)C1CCS(=O)(=O)C1 (centres undefined)	-2	-2	4	0	0.0	-2	1	-3	101
O=C(COC(=O)c1ccc2ncsc2c1)NCc1ccc(Cl)cc1	6	.	-1	-7	-2.1	.	.	.	126
CCOc1ccccc1N(C)S(=O)(=O)c1ccc2c(c1)CCN2C(=O)CCC(=O)O	-24	-3	6	-3	0.5	-1	-5	2	105
Cc1ccc(/C=C/C(=O)c2nc3ccccc3[nH]2)cc1	4	5	15	3	1.9	1	4	3	101
CN(C)C(CNC(=O)c1ccc2c(=O)n(-c3ccccc3F)c(=S)[nH]c2c1)Cc1ccccc1 (centres undefined)	-3	4	2	0	-1.0	2	2	1	96
COc1cc2c(cc1OC)C(=O)CC(C)S2 (centres undefined)	-4	-9	-23	8	0.1	-3	-6	0	110
O=C(NNc1ccccc1)/C(=C\c1cccnc1)NC(=O)c1ccccc1	-1	6	7	-3	0.1	-1	2	0	88
CCOC(=O)C1CCC(CN(Cc2ccccc2)S(=O)(=O)c2ccc([N+](=O)[O-])cc2)CC1 (centres undefined)	2	2	17	1	1.0	-1	-1	10	98

New compounds follow.
SMILES	GASC-1 inh	EBNA-1 inhibitor	ZTA DNA inh	PP1 counter	PP5 inh	TPT1 inhibitor	Fh CTSL1 inh	core dimer inh	CR mimetic SO
CC(=O)Nc1ccc(Oc2cc(N)cc([N+](=O)[O-])c2)cc1	-3	5	4	-5	0.8	2	1	-1	95
COc1ccc(C(C)=O)cc1CC(=O)NCCCn1ccnc1	-5	1	20	-2	3.1	2	3	9	98
CCOC(=O)C1=C(C)NC(c2cccs2)C(=O)N1 (centres undefined)	-2	1	-7	-6	2.4	-3	-3	-5	92
CCOc1ccc(NC(=S)N2CCN(CCN3C(=O)c4cccc5cccc(c45)C3=O)CC2)cc1	8	19	9	-1	0.7	0	6	20	107
COc1cccc(CC(=O)OC(C)C(=O)NCc2ccc3c(c2)OCO3)c1 (centres undefined)	6	7	5	-2	1.1	2	3	-3	97
Cc1ccc(S(=O)(=O)Oc2ccc(/C=C3/N=C(c4ccccc4)OC3=O)cc2)cc1	0	2	4	-2	3.4	-2	-2	-1	88
COc1ccc(S(=O)(=O)N2CCC(C(=O)NCCC(=O)NCc3cccc(OC)c3)CC2)cc1	3	-6	10	-3	-1.8	1	-2	-2	88
Cc1sc2nc(C)n(/N=C/N(C)C)c(=O)c2c1C	5	-8	-16	-1	-0.2	-2	-2	-3	99
CN(CCOc1ccccc1)C(=O)c1cc([N+](=O)[O-])ccc1N1CCOCC1	6	-3	-5	0	3.3	-4	0	-4	101
Cc1ccc(CS(=O)Cc2ccc(C(=O)NCc3ccccc3)o2)cc1 (centres undefined)	1	-26	-12	-1	2.6	-3	-3	-7	92
O=C(CSc1nnc(-c2ccccc2)n1-c1ccc(Cl)cc1)N/N=C/c1ccccc1C(=O)O	7	3	0	1	1.7	1	3	5	97
COC(=O)N1c2ccccc2C=Cc2ccccc21	-21	7	2	-1	2.9	-2	-2	11	97
Cc1ccc(C)c(C(C)NC(=O)c2ccc(Br)o2)c1 (centres undefined)	-5	6	-5	-6	3.0	2	2	2	101

Sorted by count of non-hydrogen atoms (largest number first): some entries from above.
SMILES	GASC-1 inh	EBNA-1 inhibitor	ZTA DNA inh	PP1 counter	PP5 inh	TPT1 inhibitor	Fh CTSL1 inh	core dimer inh	CR mimetic SO
Cc1ccc(S(=O)(=O)Oc2ccc(/C=C3/N=C(c4ccccc4)OC3=O)cc2)cc1	0	2	4	-2	3.4	-2	-2	-1	88
CC(=O)Nc1ccc(Oc2cc(N)cc([N+](=O)[O-])c2)cc1	-3	5	4	-5	0.8	2	1	-1	95
COC(=O)N1c2ccccc2C=Cc2ccccc21	-21	7	2	-1	2.9	-2	-2	11	97

A different layout for part of the listing above:
| structure | GASC-1 inh | EBNA-1 inhibitor | ZTA DNA inh | PP1 counter | PP5 inh | TPT1 inhibitor | Fh CTSL1 inh | core dimer inh | CR mimetic SO |
| --- | --- | --- | --- | --- | --- | --- | --- | --- | --- |
| CC(=O)Nc1ccc(Oc2cc(N)cc([N+](=O)[O-])c2)cc1 | -3 | 5 | 4 | -5 | 0.8 | 2 | 1 | -1 | 95 |
| COc1ccc(C(C)=O)cc1CC(=O)NCCCn1ccnc1 | -5 | 1 | 20 | -2 | 3.1 | 2 | 3 | 9 | 98 |

Screens: PubChem, several laboratories
